ABHD4 inh = ABHD4 (mouse) inhibition, primary FP screen. Q8VD66. purified mABHD4, FP-Rh probe fluorescence polarization. inhibition, % at 8.92 µM. 370,000 compounds, 0.54% hits. AID 720543;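 active = inhibition exceeding the mean over every tested compound plus 3 SD, cut at about 30% in these data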;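 note: 0% = plate median of compound wells and 100% = S159A mutant with DMSO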
Target sequence (Q8VD66 whole entry, looked up): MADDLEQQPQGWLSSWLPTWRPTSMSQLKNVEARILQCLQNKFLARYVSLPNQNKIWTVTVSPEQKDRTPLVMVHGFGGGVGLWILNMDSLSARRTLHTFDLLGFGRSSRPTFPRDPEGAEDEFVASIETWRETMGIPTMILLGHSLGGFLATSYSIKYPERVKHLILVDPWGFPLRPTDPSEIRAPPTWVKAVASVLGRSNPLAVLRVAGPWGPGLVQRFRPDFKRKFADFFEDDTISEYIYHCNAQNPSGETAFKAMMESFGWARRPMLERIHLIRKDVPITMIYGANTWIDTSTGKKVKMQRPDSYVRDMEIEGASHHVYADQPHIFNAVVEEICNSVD
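Material: mouse ABHD4 enzyme, wild type; Benchmarks: S159A mutant high control, sample median low control; Buffer or medium: HEPES pH 7.0, NaCl, Pluronic buffer; Signal: fluorescence polarization; Read-out: percent inhibition of probe binding, normalized to plate controls; Timing: pre-incubation 45 min, probe exposure 60 min, at 25 °C; Dosing: 8.92 µM, single dose.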
UHRF1 MBD2 ctr = UHRF1 methyl-DNA binding inhibition; Q96T88; inhibition, % at 4.4 µM; 370,000 compounds, 0.75% hits; UHRF1 binding to methylated oligo, TR-FRET; in the data active = inhibition above about 21%;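 note: UHRF1 SRA domain binding a hemimethylated CpG hairpin DNA probe; 0% = median of test compound wells and 100% = reference inhibitor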
NPR2 activator = GC-B (human) receptor activation | P20594 | activation, % at 10 µM | 370,000 compounds, 0.11% hits | HEK293-GC-B cells, CNP EC30, cGMP TR-FRET; 0% at EC30 CNP, 100% saturating CNP | AID 1920062;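 active = activation at 10 µM reaching about 35% in either raw or pattern-adjusted values, limit read from the data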
TCR-CD3 inh = inhibitors of human TCR-CD3 interaction. 360,000 compounds, 0.37% hits. AID 651800. inhibition, % at 9.4 µM. TAMRA-labeled TCR probe fluorescence, biochemical; in the data active = inhibition above about 19%;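 note: recombinant mutant TCR 2C K166C tagged with TAMRA read by polarization; 0% = receptor in buffer alone and 100% = receptor with positive control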
SIAE inh = human SIAE inhibition, primary screen; SIAE FP-Rh probe binding, fluorescence polarization; Q9HAT2; inhibition, % at 9.66 µM; 370,000 compounds, 0.69% hits; AID 1053197;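 active = inhibition above a cutoff: mean of compounds within the control limits plus 3 SD of those, cut at about 17% in these data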;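 note: 0% = plate median of compound wells and 100% = probe without SIAE protein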
Target sequence (Q9HAT2 whole entry, looked up): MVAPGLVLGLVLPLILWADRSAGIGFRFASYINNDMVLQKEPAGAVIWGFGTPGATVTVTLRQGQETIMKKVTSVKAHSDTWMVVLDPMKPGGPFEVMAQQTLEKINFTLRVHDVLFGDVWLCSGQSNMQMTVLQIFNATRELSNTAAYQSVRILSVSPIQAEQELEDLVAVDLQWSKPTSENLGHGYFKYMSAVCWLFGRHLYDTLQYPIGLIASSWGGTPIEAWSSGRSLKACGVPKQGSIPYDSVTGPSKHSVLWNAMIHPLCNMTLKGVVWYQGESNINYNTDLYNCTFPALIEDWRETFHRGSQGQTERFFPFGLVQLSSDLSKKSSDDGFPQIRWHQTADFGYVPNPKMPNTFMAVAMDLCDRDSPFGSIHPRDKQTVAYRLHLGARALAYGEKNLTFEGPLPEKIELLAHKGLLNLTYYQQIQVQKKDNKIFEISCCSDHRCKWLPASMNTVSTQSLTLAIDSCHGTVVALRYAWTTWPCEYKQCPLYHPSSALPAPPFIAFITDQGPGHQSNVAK
rCAG binder = r(CAG) repeat RNA binding; TO-PRO-1 dye displacement fluorescence; inhibition, % at 3 µM; 370,000 compounds, 1.3% hits; AID 651821;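 active = inhibition above the plate cutoff, the mean of all test compounds on that plate plus 3 SD, cut at about 35% in these data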;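 note: 0% = DMSO alone and 100% = 100 µM mitoxantrone as full dye displacement; higher means more dye released from RNA so lower well fluorescence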
MBD2 DNA inh = inhibitors of human MBD2 binding to methylated oligonucleotide | Q9UBB5 | TR-FRET | inhibition, % at 4.4 µM | 370,000 compounds, 0.31% hits; in the data active = inhibition above about 13%
HTRA1 inhibitor = HTRA1 (human) protease inhibition; recombinant HTRA1, FP-rhodamine activity-based probe, fluorescence polarization; 340,000 compounds, 0.5% hits; inhibition, % at 5.96 µM; AID 504803; Q92743; in the data active = inhibition above about 36%;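 note: 0% = enzyme with DMSO and 100% = wells lacking enzyme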
NPR1 activator = GC-A (human) enzyme activation. AID 1671463. activation, % at 10 µM. 370,000 compounds, 0.14% hits. HEK293 GC-A cells, cGMP TR-FRET, EC30 ANP; 0% at EC30 ANP, 100% saturating ANP; in the data active = activation above about 40%
PRMT1 FP inh = blocks human protein arginine methyltransferase 1 | Q99873 | recombinant PRMT1, activity-based probe fluorescence polarization | inhibition, % at 2.79 µM | 370,000 compounds, 1.3% hits | AID 652257;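 active = inhibition above about 21% made by adding two undisclosed values, limit read from the data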
An asterisk follows results filed as active; · = not tested or not shown.

(1) COc1ccc(CCNC(=O)C(=O)NCCC2CCCCN2S(=O)(=O)c2cccs2)cc1 (centres undefined)
(2) CCCC(=O)NC(C)C(c1cccs1)N1CCN(c2ccccc2)CC1 (centres undefined)
(3) Cc1ccc(C(=O)NCc2ccc(N3CCN(C)CC3)cc2)cc1C
(4) Cc1ccc(SCCNC(=O)c2ccc(C)c(S(=O)(=O)Nc3cccc(C)c3)c2)cc1
(5) CC(C)C[C@H]1COc2cccc(F)c2S(=O)(=O)N1Cc1cn(CCC2OCCO2)nn1
(6) COc1ccccc1-n1c(SCC(=O)Nc2ccc(F)cc2)nc2c(c1=O)SCC2
(7) Cc1ccc(S(=O)(=O)N2C[C@H]3N(C(=O)OC(C)C)N(C(=O)OC(C)C)C[C@H](OC(=O)NCc4ccccc4F)[C@@]3(O)C2)cc1
(8) COC(=O)c1ccc(NC(=O)c2ccc(C)cc2)o1
Compound	1	2	3	4	5	6	7	8
PRMT1 FP inh	-1.6	-2.1	-1.8	0.5	1.6	9.4	1.2	3.0
TCR-CD3 inh	5.6	-0.7	0.3	2.8	·	-2.7	-10.8	1.6
ABHD4 inh	-1.1	6.5	-2.2	-59.2	6.1	-7.5	-1.0	0.1
NPR2 activator	2.1	-0.1	3.7	-0.3	9.6	-4.1	1.3	6.1
UHRF1 MBD2 ctr	-2.0	1.0	1.4	0.6	-0.1	-0.9	21.6*	-1.9
MBD2 DNA inh	0.2	-1.5	1.0	1.5	1.1	-0.6	7.3	-0.8
HTRA1 inhibitor	-0.8	-2.0	0.4	-108.5	·	-7.5	-10.9	0.0
NPR1 activator	1.3	-6.5	-4.8	-1.4	3.0	2.1	-0.1	3.0
rCAG binder	-5.4	-6.1	-5.2	10.4	1.7	12.2	-1.2	-0.5
SIAE inh	3.5	0.0	-7.3	-75.6	6.4	-4.3	0.7	9.0

(9) CCn1c2ccccc2c2nnc(SCC(=O)Nc3cc(C)on3)nc21
(10) CCOC(=O)[C@@H]1[C@H]2COc3cc(OC)ccc3[C@H]2N2C(=O)N(c3ccc(C(F)(F)F)cc3)C(=O)[C@]12C
(11) CC1(C)NC(=O)N(CC(O)COc2ccccc2C(=O)Nc2ccccc2)C1=O (centres undefined)
(12) Cc1ccc(C)c(S(=O)(=O)C(C#N)c2nc3ccccc3nc2N2CC(C)OC(C)C2)c1 (centres undefined)
(13) C[C@H](C(=O)O)c1cccc(C(=O)c2ccccc2)c1
(14) O=C(Cn1cnc2c(cnn2-c2ccc(Cl)cc2)c1=O)NCCc1ccccc1
(15) COC(=O)CN1C(=O)[C@H]2[C@@H](/C=C/c3ccccc3)N3C(=O)CN(Cc4ccccc4)C(=O)[C@@]3(Cc3ccccc3)[C@H]2C1=O
(16) Oc1ccccc1CNCCCNCc1ccccc1O
Compound	9	10	11	12	13	14	15	16
PRMT1 FP inh	-3.1	0.3	-2.5	0.3	-4.3	1.8	-1.5	1.9
TCR-CD3 inh	7.0	3.5	-0.9	-6.0	2.1	6.7	-2.5	0.2
ABHD4 inh	-0.3	-63.8	-2.7	2.9	-2.9	-1.0	0.6	1.9
NPR2 activator	1.5	11.2	-0.6	-1.3	-2.3	6.9	-0.3	-9.6
UHRF1 MBD2 ctr	-4.2	-4.3	-1.1	-3.8	-0.8	-0.7	-2.6	1.2
MBD2 DNA inh	0.7	-1.0	2.9	-1.6	2.1	-0.5	3.1	-3.2
HTRA1 inhibitor	-3.5	-73.5	-2.6	1.4	0.2	0.1	-0.6	14.4
NPR1 activator	0.2	-0.3	2.8	-1.3	0.4	-0.5	1.1	-12.4
rCAG binder	1.1	2.7	4.1	37.9*	2.2	0.8	-3.0	-8.7
SIAE inh	0.4	-103.4	8.4	4.9	0.0	-1.7	-5.1	-4.4

(17) N#CC(Cc1ccccc1OC(F)F)c1nc2ccccc2[nH]1 (centres undefined)
(18) CC1CC(C)CN(C(=O)CSc2nnc(-c3ccc(F)cc3)o2)C1 (centres undefined)
(19) CCCOc1cccc(C(=O)Nc2ccc(CN3CCOCC3)cc2)c1
(20) COc1ccc(-n2sc3ccc(F)cc3c2=O)cc1
(21) C[C@@H]1CCC2[C@](C)(CO)[C@@H](O)CC[C@]2(C)[C@@]12C[C@](CO)(CC(=O)O)CO2 (some centres undefined)
(22) COC(=O)C1=CN(c2ccccc2OC)C(N)=C(C#N)C1c1cccc([N+](=O)[O-])c1 (centres undefined)
(23) Cc1noc(C)c1COc1ccc(C(=O)N2CCN(c3ccccn3)CC2)cc1
(24) Cc1cc(Cl)nc(NC(=O)Nc2cccc(Cl)c2)n1
Compound	17	18	19	20	21	22	23	24
PRMT1 FP inh	1.3	2.5	-0.9	86.8*	-4.9	-0.3	-8.8	0.9
TCR-CD3 inh	0.1	-0.7	5.4	7.0	-5.9	2.1	3.4	1.1
ABHD4 inh	-7.8	5.2	0.0	29.0	0.8	-5.0	3.8	0.3
NPR2 activator	2.8	-4.6	2.8	5.3	4.7	-1.8	-4.1	-2.8
UHRF1 MBD2 ctr	1.7	1.4	2.1	-4.2	1.4	1.6	-3.3	-1.7
MBD2 DNA inh	-5.2	1.0	-5.8	-0.5	-2.8	0.4	-0.3	3.5
HTRA1 inhibitor	-0.2	-5.2	4.3	7.9	0.3	·	-0.3	0.6
NPR1 activator	-3.0	-1.4	-4.1	8.0	2.8	-8.8	-1.4	1.2
rCAG binder	0.7	0.0	1.8	8.4	0.7	6.1	-6.8	4.8
SIAE inh	5.9	1.5	3.1	12.5	-5.8	2.7	8.6	-0.6

(25) COc1ccc(CNC(=O)COc2cc3c(c4oc(=O)cc(C)c24)CCC(C)(C)O3)cc1OC
(26) O=C(COC(=O)C1CCCC1)NCc1ccc(Cl)cc1
(27) O=c1c2ccccc2cnn1-c1ccc(Br)cc1
(28) Cc1ccc2[nH]c(-c3ccccc3)c(CN3CCOCC3)c(=O)c2c1
(29) Cc1cc(=O)[nH]c(-c2ccc(Cl)cc2)n1
(30) CCOC(=O)Cc1nc(N2CCN(Cc3cccc4c3OCO4)CC2)c2c(C)c(C(=O)OCC)sc2n1
(31) c1ccc(Cc2nnc3n2CCCCC3)cc1
(32) Cc1ncc(C(O)c2ccc(N(C)C)cc2)n1Cc1ccccc1 (centres undefined)
Compound	25	26	27	28	29	30	31	32
PRMT1 FP inh	1.1	-1.6	-0.9	-1.9	0.7	-4.3	-0.1	2.8
TCR-CD3 inh	-8.9	6.1	0.7	5.6	9.2	·	1.9	-7.7
ABHD4 inh	3.6	11.5	8.2	-6.7	-3.9	-4.2	3.8	5.4
NPR2 activator	-22.1	3.0	-0.1	-17.8	-1.7	6.0	7.0	-3.9
UHRF1 MBD2 ctr	0.9	-0.6	-2.6	2.5	-1.0	-0.2	-1.2	-0.1
MBD2 DNA inh	-0.1	5.8	1.6	-6.0	0.3	-2.3	1.4	-0.2
HTRA1 inhibitor	-4.5	-1.7	-9.1	0.4	0.7	·	-6.3	-2.4
NPR1 activator	-7.9	-3.3	3.6	-4.4	2.1	8.6	1.0	1.7
rCAG binder	-0.7	-6.2	-4.7	-0.8	-1.9	5.4	-1.9	0.7
SIAE inh	-0.9	5.4	1.7	2.9	1.2	2.8	1.4	7.3

(33) COc1ccc(-c2nc3ccc(Cl)cn3c2CC(C)(C)C)cc1OC
(34) COc1ccccc1NC(=O)C1CCCN(c2cnccn2)C1 (centres undefined)
(35) C[C@H](NC(=O)c1ccco1)C(=O)NCc1cccs1
(36) CCOC(=O)CNC(=O)CSc1ncnc2c1nnn2-c1ccc(F)cc1
(37) CCOc1ccc(S(=O)(=O)NCCC(=O)N(C)CC(=O)Nc2ccc(N3CCOCC3)cc2)cc1
(38) CCCC(=O)N1CCCC1(C)C(=O)NCCc1ccccn1 (centres undefined)
(39) COC(=O)C1CCN(S(=O)(=O)c2c[nH]c(=O)[nH]c2=O)CC1
(40) O=S(=O)(NC1Cc2ccccc2C1)c1ccccc1
Compound	33	34	35	36	37	38	39	40
PRMT1 FP inh	-2.0	-3.8	-1.6	6.2	1.5	-3.6	1.1	-2.3
TCR-CD3 inh	-2.2	6.5	-5.1	-9.6	-9.4	2.5	2.0	0.3
ABHD4 inh	-13.4	-3.0	-1.1	-13.1	3.9	-1.6	4.6	-3.2
NPR2 activator	-4.9	1.4	5.1	-6.8	7.2	1.2	2.6	3.3
UHRF1 MBD2 ctr	-1.0	-0.2	-3.0	1.2	3.0	-0.4	2.0	-3.4
MBD2 DNA inh	-3.0	0.4	2.9	3.1	3.2	-4.8	0.2	-6.0
HTRA1 inhibitor	·	4.1	11.4	5.7	-4.8	·	3.1	2.9
NPR1 activator	-5.5	-1.2	0.3	-3.9	-3.8	1.8	3.2	0.2
rCAG binder	0.3	-4.3	4.4	6.2	-3.0	1.8	0.6	-1.9
SIAE inh	1.1	1.5	3.7	-2.1	0.9	4.2	-0.9	-0.1

(41) CCOC(=O)C(NC(=O)Cc1ccccc1)(Nc1cc(C)on1)C(F)(F)F (centres undefined)
(42) Cc1cc2oc(C(=O)N(Cc3ccccc3)C3CCS(=O)(=O)C3)c(C)c2cc1C (centres undefined)
(43) Cn1cnnc1SCc1ccc(C(=O)N/N=C(/CCC(=O)O)c2ccc(C(C)(C)C)cc2)cc1
(44) CSc1ncc(CN2CCCC(C(=O)c3ccc(C(C)(C)C)cc3)C2)cn1 (centres undefined)
(45) O=C(c1ccc(N2CCCCS2(=O)=O)cc1)N1CCN(c2ccccc2F)CC1
Compound	41	42	43	44	45
PRMT1 FP inh	-1.0	1.2	1.2	-1.1	2.0
TCR-CD3 inh	1.2	5.0	-4.6	0.7	4.0
ABHD4 inh	-2.0	3.4	-0.9	7.7	-3.9
NPR2 activator	-1.2	-1.7	2.5	0.4	-1.2
UHRF1 MBD2 ctr	8.9	-1.0	0.4	4.3	11.8
MBD2 DNA inh	1.8	-2.6	-3.3	-2.6	-2.4
HTRA1 inhibitor	4.0	-25.1	2.2	-21.8	3.2
NPR1 activator	7.4	-3.2	-4.6	-1.0	4.9
rCAG binder	-0.4	-0.9	0.7	-3.4	-3.1
SIAE inh	-8.8	-4.4	1.1	-2.9	7.0

A portion of the library (hit frequency here may not be typical).
